High-throughput results from PubChem.
TTR transcr act: TTR transcription activators in neuroblastoma reporter cells, primary screen, cell-based, luminescence, SH-SY5Y, TTR promoter Gaussia luciferase. 100% = recombinant luciferase protein wells. activation, % at 16.7 µM. 92,000 compounds, 1.3% hits. AID 1117267, 2014;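 active means activation above the mean of all tested compounds plus 3 SD, cut at about 9.5% in these data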;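 further: cells exposed to compounds for one day before reading; 0% = median of all test compound wells on the plate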
* = called active by the depositor; & = joins results of further samples.

> O=c1[nH]c(=S)n(Cc2ccc(F)cc2)c(O)c1/C=N/N1CCCCCC1
  TTR transcr act: 1.4

> CCOc1ccc(N2C(=O)NC(=O)/C(=C\c3ccc(N4CCOCC4)cc3C)C2=O)cc1
  TTR transcr act: 5.1

> COC(=O)C1=C(c2cc3ccccc3s2)C[C@@H]2CC[C@H]1N2C(=O)NCc1ccccc1
  TTR transcr act: 4.7

> CCN(CC)CCN=Cc1c(O)n(Cc2ccco2)c(=O)[nH]c1=O
  TTR transcr act: -0.9

> Cc1ccccc1N1C(=O)NC(=O)/C(=C\c2cc(C)n(C)c2C)C1=O
  TTR transcr act: 2.0

> NP(=O)(Oc1ccccc1)c1ccccc1 (stereo not given)
  TTR transcr act: 1.1

> Cc1ccc(-c2cc(C(=O)N3CCC4(CC3)OCCO4)no2)cc1
  TTR transcr act: 6.7

> C=CCn1c(O)c(C(CC)=NCc2ccc3c(c2)OCO3)c(=O)[nH]c1=O
  TTR transcr act: -0.8

> CCOC(=O)C(O)(c1ccc(NC(=S)NC(=O)c2ccc(Cl)cc2Cl)cc1)C(F)(F)F (stereo not given)
  TTR transcr act: 0.1

> CS(=O)(=O)c1ccc(C2=C(CNC(=O)c3ccncc3)[C@H]3CC[C@@H](C2)N3Cc2ccccc2)cc1
  TTR transcr act: 3.5

> COCCNC(=O)Cn1cc(/C=C2\C(=O)NC(=O)N(c3cccc(C)c3C)C2=O)c2ccccc21
  TTR transcr act: 3.3

> Oc1ccc2c3c1OC1[C@H](O)CC[C@@]4(O)[C@@H](C2)N(CC2CC2)CC[C@]314 (stereo not given in full)
  TTR transcr act: 0.0&-0.1

> CCCCNC(C)Cc1ccccc1 (stereo not given)
  TTR transcr act: 0.2

> O=[N+]([O-])c1cccc(NP(=O)(N2CC2)N2CC2)c1
  TTR transcr act: -1.2

> COc1ccc(-c2ccc3c(c2)CN(C(=O)CCc2ccccc2)Cc2cnnn2-3)cc1
  TTR transcr act: -3.3

> Cn1c(O)c(/C=C2\C=Nc3ccccc32)c(=O)n(C)c1=O
  TTR transcr act: -0.3

> N#CC1C(C#N)C2CCC1C1C2N1c1ccccc1 (stereo not given)
  TTR transcr act: -0.8

> CCCC[N+]12CCC(CC1)C(Cc1ccccc1)C2 (stereo not given)
  TTR transcr act: 2.5

> COC(=O)C1=C(c2ccc(OC(F)(F)F)cc2)C[C@@H]2CC[C@H]1N2C(=O)NC1Cc2ccccc2C1
  TTR transcr act: -3.3

> COc1ccc(OC)c(N2C(=O)NC(=O)/C(=C\c3ccc([N+](=O)[O-])s3)C2=O)c1
  TTR transcr act: -2.6

> Fc1ccc(Cn2nnnc2C(c2ccc(Cl)cc2)N2CC=C(c3ccc(F)cc3)CC2)cc1 (stereo not given)
  TTR transcr act: 0.8

> Cc1ccc(CN2CCCC(C(=O)c3ccc4c(c3)OCO4)C2)cc1C (stereo not given)
  TTR transcr act: 0.8

> COC(=O)c1cc(C(O)(C(=O)OC)C(F)(F)F)c(/N=C/N(C)C)s1 (stereo not given)
  TTR transcr act: 1.1

> COC(=O)C1=C(c2ccc(F)cc2OCc2ccccc2)C[C@@H]2CC[C@H]1N2C(=O)NCc1ccccc1C(F)(F)F
  TTR transcr act: -2.2

> COC(=O)C(O)(c1c(C)[nH]n(-c2ccccc2)c1=O)C(F)(F)F (stereo not given)
  TTR transcr act: -3.0

> CCOc1ccc(NC(=O)c2ccc(NC(=O)COC(=O)Cc3ccccc3)cc2)cc1
  TTR transcr act: 0.0

> COCCNC(=O)c1c(N)n(CCC(C)C)c2nc3ccccc3nc12
  TTR transcr act: -0.6

> COC(=O)C1=C(c2ccc(OC(F)(F)F)cc2)C[C@@H]2CC[C@H]1N2C(=O)NCc1cccc2ccccc12
  TTR transcr act: -2.7

> CN(C)CCCN=Cc1c(O)n(Cc2ccco2)c(=O)[nH]c1=O
  TTR transcr act: -1.2

> CC(=NCc1cccnc1)c1c(O)n(-c2ccccc2)c(=O)[nH]c1=O
  TTR transcr act: -2.2

> O=C1CC(=O)N(Cc2ccccc2)C(=O)N1CCCCCCN1C(=O)CC(=O)N(Cc2ccccc2)C1=O
  TTR transcr act: -3.9

> COc1ccc2nc3oc(C(=O)N4CCC5(CC4)OCCO5)cc3cc2c1
  TTR transcr act: -0.4

> CC(C)c1ccc(OCC(=O)N2CCCN(C)CC2)cc1
  TTR transcr act: 2.7

> c1cncc(CNC2CCCC2)c1
  TTR transcr act: 0.1

> CN(C)C(=O)Oc1ccc(Br)c2ccccc12
  TTR transcr act: 2.2

> CCOP(=S)(OCC)SCC(=O)NC(C(=O)O)C(C)C (stereo not given)
  TTR transcr act: 6.7

> CNC(=O)O/N=C(\N)Cc1csc2ccc(Cl)cc12
  TTR transcr act: 0.0

> O=C(Nc1ccc(Cl)c(Cl)c1)c1ccco1
  TTR transcr act: -2.2

> CC12C(C(=O)O)C1(c1ccccc1)C2C(=O)O (stereo not given)
  TTR transcr act: 0.9

> COc1ccc2c(c1)CC1(CN2C)C(=O)NC(=O)N(c2ccc(C)cc2)C1=O (stereo not given)
  TTR transcr act: -1.3

> [O-]c1ccccc1-[n+]1c(-c2ccccc2)cc(-c2ccccc2)cc1-c1ccccc1
  TTR transcr act: -8.1

> C[N+]1(CC(COCc2ccccc2)OC(=O)Cc2ccccc2)CCOCC1 (stereo not given)
  TTR transcr act: 1.9

> COc1ccc(C(=O)N2Cc3cnnn3-c3ccccc3C2C#N)cc1 (stereo not given)
  TTR transcr act: -1.8

> COC(=O)C1=C(c2c(C)noc2C)C[C@@H]2CC[C@H]1N2C(=O)NC1CC1
  TTR transcr act: -1.3

> Cc1oc(-c2ccc(F)cc2F)nc1CN1C[C@@H]2C[C@@H](C1)c1cccc(=O)n1C2
  TTR transcr act: -1.9

Reprinted at random: 2 compounds from above
> CC12C(C(=O)O)C1(c1ccccc1)C2C(=O)O (stereo not given)
  TTR transcr act: 0.9

> Cc1oc(-c2ccc(F)cc2F)nc1CN1C[C@@H]2C[C@@H](C1)c1cccc(=O)n1C2
  TTR transcr act: -1.9

New compounds follow.
> COc1ccccc1-n1c(O)c(/C=C2\C=Nc3ccccc32)c(=O)[nH]c1=O
  TTR transcr act: -0.6

> CCC1CN1P(=O)(c1ccccc1)N1CC1CC (stereo not given)
  TTR transcr act: 1.2

> CN1C(=O)C(=Cc2ccc(Sc3ccccc3)o2)C(=O)N(C)C1=O
  TTR transcr act: 0.1

> C[C@]12CCC(=O)C=C1CCC1C2CC[C@@]2(C)C1CC[C@@H]2O (stereo not given in full)
  TTR transcr act: -2.2

> COC(=O)C[C@]1(C(=O)OC)CN(C#N)N(c2ccc(Cl)cc2)C12c1ccccc1-c1ccccc12
  TTR transcr act: -8.2

> O=C(c1ccccc1)c1cn(CC(=O)N2CCOCC2)c2ccccc12
  TTR transcr act: 0.4

> COC(=O)C1=C(c2cc3ccccc3s2)C[C@@H]2CC[C@H]1N2C(=O)NCc1ccc(F)cc1
  TTR transcr act: -3.8

> COc1cc2occc2c2oc(=O)ccc12
  TTR transcr act: 4.8

> O=C(O)CSC(=S)N1CC2CC(C1)c1cccc(=O)n1C2 (stereo not given)
  TTR transcr act: 0.5

> S=P(c1ccccc1)(c1ccccc1)c1c[n+](Cc2ccccc2)c2ccccn12
  TTR transcr act: -3.7

> c1ccc2c(c1)CSc1ccccc1C2C1=NCCN1 (stereo not given)
  TTR transcr act: -0.6

> CC1(C)CN2C(c3ccc(Cl)cc3)N2C1 (stereo not given)
  TTR transcr act: 5.8

> COc1cccc(C2CCN(CC(=O)Nc3cc(Cl)ccc3OC)CC2O)c1 (stereo not given)
  TTR transcr act: -1.5

> COP(=O)(OC)C(Nc1ccccc1)c1ccccc1 (stereo not given)
  TTR transcr act: -0.8

> COc1cccc(NP(=O)(Oc2ccccc2Cl)Oc2ccccc2Cl)c1
  TTR transcr act: 0.0

Some values from the list.
Entry of `COc1cccc(C2CCN(CC(=O)Nc3cc(Cl)ccc3OC)CC2O)c1` (stereo not given) in TTR transcr act: -1.5
Entry of `O=C(O)CSC(=S)N1CC2CC(C1)c1cccc(=O)n1C2` (stereo not given) in TTR transcr act: 0.5
Entry of `COC(=O)C1=C(c2cc3ccccc3s2)C[C@@H]2CC[C@H]1N2C(=O)NCc1ccc(F)cc1` in TTR transcr act: -3.8

Compounds shown so far with a COOH group, in the order listed:
> CCOP(=S)(OCC)SCC(=O)NC(C(=O)O)C(C)C (stereo not given)
  TTR transcr act: 6.7

> CC12C(C(=O)O)C1(c1ccccc1)C2C(=O)O (stereo not given)
  TTR transcr act: 0.9

> O=C(O)CSC(=S)N1CC2CC(C1)c1cccc(=O)n1C2 (stereo not given)
  TTR transcr act: 0.5

Going on with the list:
> Cn1cc2c([N+](=O)[O-])cc([N+](=O)[O-])cc2n1
  TTR transcr act: -1.8

> CC(=O)NN1C(=O)c2ccccc2NC1c1cccnc1 (stereo not given)
  TTR transcr act: 3.1

> N[C@@H]1CC[C@@]2(O)[C@H]3Cc4ccc(O)c5c4[C@@]2(CCN3CC2CC2)C1O5 (stereo not given in full)
  TTR transcr act: -0.4

> O=C(CCc1nnc2ccc(NCc3ccccc3)nn12)N1CCC2(CC1)OCCO2
  TTR transcr act: 2.1

> COC(=O)C1=C(c2ccc(OC(F)(F)F)cc2)C[C@@H]2CC[C@H]1N2C(=O)NCc1ccc(F)cc1
  TTR transcr act: -0.8

> Cc1ccc(C)c(NC(=S)NCCc2cnc[nH]2)c1
  TTR transcr act: 2.4

> CC(=O)NC1CC2CCCC(C1)N2 (stereo not given)
  TTR transcr act: 1.0

> CCC1(c2ccccc2)C(=O)NC(=O)NC1=O
  TTR transcr act: -0.3

> Cc1ccc(C)c(Cn2c(C(=O)O)c(C=O)c3ccccc32)c1
  TTR transcr act: 0.4

Ordered by SMILES length (ascending): 4 of the compounds above
> CCCCNC(C)Cc1ccccc1 (stereo not given)
  TTR transcr act: 0.2

> CC12C(C(=O)O)C1(c1ccccc1)C2C(=O)O (stereo not given)
  TTR transcr act: 0.9

> CCN(CC)CCN=Cc1c(O)n(Cc2ccco2)c(=O)[nH]c1=O
  TTR transcr act: -0.9

> CCOc1ccc(N2C(=O)NC(=O)/C(=C\c3ccc(N4CCOCC4)cc3C)C2=O)cc1
  TTR transcr act: 5.1

Not all compounds are listed; count on the stated rates, not on these rows.
